NPY1 pot ag: human NPY-Y1 potentiation or agonism, primary screen. NPY-Y1 expressing cells, potentiator/agonist activation. hit rate 0.37% among 220,000. P25929. activation, % at 3.6 µM; in the data active = activation above about 33%, passing the limit was not always enough;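 also: cells stimulated with NPY at EC10 then isoproterenol at EC100; 0% = low agonist plus stimulus and 100% = saturating agonist plus stimulus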
BaF3 parental: reduces parental Ba/F3 cell viability, JAK2V617F counter-screen | CellTiter-Glo ATP luminescence | inhibition, % at 5.6 µM | hit rate 1.1% among 220,000 | AID 1486;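 active = inhibition above a per-campaign cutoff, the mean inhibition of all tested compounds plus 3 SD, cut at about 27% in these data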;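 also: 0% = DMSO wells and 100% = JAK Inhibitor I control wells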
Runt-CBFb FRET: blocks binding of human RUNX1 Runt domain to CBFb; Q01196+Q13951; Cerulean-Runt/Venus-CBFb FRET ratio 530/480, 1 h; inhibition, % at 20 µM; hit rate 0.46% among 220,000;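 active = inhibition over about 50% at 20 µM in the single-dose screen, limit read from the data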;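 also: 0% = DMSO wells and 100% = excess unlabeled CBFb competitor control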
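Measured by: fluorescence energy transfer, 422 nm excitation, 530/480 nm emission; test system: Cerulean-tagged RUNX1 Runt domain (FRET donor) fusion protein; buffer or medium: Tris pH 7.5 buffer with BSA; compound: one dose, 20 µM compound, 1% DMSO; times: two 1 h room-temperature incubations shielded from light; benchmarks: unlabeled CBFb 5 µM, positive control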
Ba/F3 V617F tox: loss of viability in JAK2V617F-driven Ba/F3 cells; Ba/F3 EpoR-JAK2V617F viability, ATP luminescence; inhibition, % at 5.6 µM; hit rate 1.1% among 220,000;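 active = inhibition above the campaign mean plus 3 SD over all tested compounds, cut at about 24% in these data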;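 also: cytokine-independent growth of Ba/F3 cells driven by EpoR plus mutant JAK2; 0% = DMSO-treated cells and 100% = JAK inhibitor I control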
NPY Y1 blocker: blocks the human neuropeptide Y Y1 receptor. P25929. HEK293-CNG Y1 cells, membrane potential fluorescence; NPY at EC95, then isoproterenol. inhibition, % at 3.6 µM. hit rate 1% among 200,000;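 active = inhibition above the campaign mean inhibition of all tested compounds plus 3 SD, cut at about 20% in these data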;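 also: 0% = DMSO wells given NPY plus isoproterenol and 100% = isoproterenol alone without NPY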
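Assay system: HEK293 cells with Y1 receptor plus CNG channel | Probe or stimulus: NPY (25 nM), isoproterenol (1 µM), Ro 20-1724 (25 µM) | Timing: Compound incubation 1 h at room temperature, readout 45 min post-stimulation | Measured by: Membrane-potential fluorescent dye readout | Benchmarks: High control isoproterenol alone, low control NPY with isoproterenol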
NPY2 pot ag: potentiators or agonists of human neuropeptide Y receptor Y2 | hit rate 0.45% among 220,000 | AID 1359 | activation, % at 3.6 µM | cells expressing NPY-Y2, potentiator/agonist read-out; in the data active = activation above about 27%;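 also: cells stimulated with NPY near EC25 plus isoproterenol at EC100; 0% = vehicle plus submaximal agonist and 100% = vehicle plus saturating agonist; some results beyond the cut were filed as inactive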
Target sequence (P49146 whole entry, looked up): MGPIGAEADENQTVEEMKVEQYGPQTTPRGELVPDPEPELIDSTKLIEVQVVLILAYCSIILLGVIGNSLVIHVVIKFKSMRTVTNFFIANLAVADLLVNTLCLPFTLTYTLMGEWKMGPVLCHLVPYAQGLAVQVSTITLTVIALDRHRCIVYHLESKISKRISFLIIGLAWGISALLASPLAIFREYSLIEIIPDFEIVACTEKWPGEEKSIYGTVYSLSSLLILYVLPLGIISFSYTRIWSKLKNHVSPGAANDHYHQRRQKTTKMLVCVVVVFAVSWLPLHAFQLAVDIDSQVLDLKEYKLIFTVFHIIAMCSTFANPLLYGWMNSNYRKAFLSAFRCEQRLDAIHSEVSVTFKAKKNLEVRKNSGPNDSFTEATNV
S1P4 antag: antagonists of human S1P4 receptor. O95977. S1P4-expressing cells, antagonist mode, reporter read-out. inhibition, % at 4.98 µM. hit rate 0.26% among 220,000. AID 1510; in the data active = inhibition above about 29%;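 also: 0% = wells stimulated with agonist and 100% = vehicle wells without agonist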
S1P4 agonist: activates the human S1P4 receptor. O95977. S1P4-expressing cell line, agonist reporter assay. activation, % at 4.98 µM. hit rate 0.35% among 220,000. AID 1509; in the data active = activation above about 11%;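 also: 0% = DMSO vehicle and 100% = reference agonist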
RBBP9 inh: human RBBP9 hydrolase inhibition | O75884 | recombinant RBBP9, FP-Rh probe fluorescence polarization | inhibition, % at 7.94 µM | hit rate 0.2% among 220,000 | AID 1515;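 active = inhibition above the campaign mean of all tested compounds plus 3 SD, cut at about 14% in these data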;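 also: plate controls were DMSO wells with RBBP9 for no effect and wells lacking RBBP9 protein for full effect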
Target sequence (O75884 whole entry, looked up): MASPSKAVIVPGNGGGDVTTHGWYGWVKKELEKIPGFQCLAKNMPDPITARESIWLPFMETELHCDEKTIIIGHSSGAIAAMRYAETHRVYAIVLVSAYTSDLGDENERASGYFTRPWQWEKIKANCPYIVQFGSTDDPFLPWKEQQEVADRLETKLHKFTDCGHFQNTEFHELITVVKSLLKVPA
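Assay system: recombinant human RBBP9; Reagent: Serine-hydrolase probe FP-Rh, 375 nM pre-mixing; Doses: 7.94 µM single dose, 0.794% DMSO; Incubation: 30 min then 45 min, 25 °C; Detection: fluorescence polarization (mP), excitation 525 nm, emission 598 nm; Evaluation: percent inhibition from mP, scaled between DMSO and no-protein wells.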
Starred values were filed as active, the others as inactive; nt = no result given.

canonical_smiles	NPY1 pot ag	BaF3 parental	Runt-CBFb FRET	Ba/F3 V617F tox	NPY Y1 blocker	NPY2 pot ag	S1P4 antag	S1P4 agonist	RBBP9 inh
Cc1cc(C)cc(NC(=S)Nc2cccc3cnccc23)c1	4	5	35	-1	5	-3	-14	-0.2	-8
Fc1ccccc1OCC1CCCN(Cc2nc(CC3CC3)no2)C1 (configuration not stated)	-11	5	-1	0	15	-33	13	1.5	-1
CC(C)(C)c1ccc(/C=N/OCC(=O)NCc2ccccc2)cc1	-2	2	-5	-2	2	10	-9	1.1	-4
COCCNC(=O)CN(CCc1ccccc1)S(=O)(=O)c1ccc(OC)cc1	6	1	1	-2	0	13	-5	1.5	2
CC(=O)Nc1ccc(C2=NN(C)C(=NCc3ccccc3)SC2)cc1	18	8	0	0	-1	2	-17	0.1	-7
O=c1/c(=C\c2cccc(O)c2)sc2nc(-c3ccccc3)c(-c3ccccc3)n12	20	-11	-5	-3	nt	14	-12	0.8	-3
CCOC(=O)C1=C(C)NC(=O)NC1c1cn(-c2ccccc2)nc1-c1cccs1 (configuration not stated)	0	0	-2	-4	-5	8	3	0.1	-8
C=CCSC1=N/C(=C\c2ccc(C)o2)C(=O)S1	6	0	5	-4	-10	6	0	2.0	5
Cc1ccc(CN(c2ccc(C(=O)Nc3cccnc3)cc2)S(C)(=O)=O)cc1	6	3	-2	1	0	4	-7	0.0	-5
CCn1c(C)c(CS(=O)(=O)c2ccccc2)[nH]c1=O	2	-1	-14	-2	7	-1	-16	0.4	0
COc1ccc(N2CC(C(=O)NCCc3ccc(OC)c(OC)c3)CC2=O)cc1 (configuration not stated)	-10	1	-2	-2	1	2	-21	0.7	-10
CC(Cc1ccccc1)NC(=O)C1CCCNC1=O (configuration not stated)	5	1	5	-1	-1	0	2	2.0	-10
COCCn1c(C)cc(/C=C2/NC(=O)N(c3ccc(Cl)cc3)C2=O)c1C	5	6	-2	1	0	7	-12	0.1	-9
Cc1ccc(OCC(=O)NCCc2nc3ccccc3[nH]2)c(C)c1	-4	0	0	-3	9	-2	-33	1.6	-10
COc1cccc(-c2cc(C(=O)Nc3cnn(Cc4ccccc4C)c3)no2)c1	4	-1	-4	-3	7	18	-12	0.2	-8
O=C(O)CC(NC(=S)NCc1ccccc1)C(=O)O (configuration not stated)	3	2	3	-1	-2	1	4	0.8	-1
COC(=O)c1c(NC(=O)c2nc3ccccc3s2)sc2c1CCN(C(C)=O)C2	2	-2	-12	-5	5	7	-14	2.4	-7
CCSc1nc2c(sc3nc(C)cc(C)c32)c(=O)[nH]1	4	11	-4	1	6	-3	-20	-1.6	-2
CN1/C(=C\C(=O)C[n+]2ccc(C(=O)c3ccccc3)cc2)C(C)(C)c2ccccc21	-7	-1	1	-2	3	-7	-5	-1.4	-4
Cn1nc(C(=O)NCc2ccco2)c2ccccc2c1=O	-8	5	-1	2	0	-5	2	0.0	-4
O=C1/C(=C\c2ccc3c(c2)OCO3)CCC/C1=C/c1ccc2c(c1)OCO2	-4	-3	23	-7	-1	8	-4	0.2	-2
O=C(Nc1ccc(OC(F)(F)F)cc1)Oc1ccccc1N1CCOCC1	5	-5	1	-2	nt	-32	-2	0.0	-1
Cc1ccc2ccc(C(Nc3cccc(C(F)(F)F)c3)c3cccnc3)c(O)c2n1 (configuration not stated)	-12	2	2	-4	5	8	-28	1.8	-2
CCCn1ncc(CN2CCN(Cc3ccc(C)o3)C(CCO)C2)c1C (configuration not stated)	-14	3	1	-3	nt	-7	-9	1.6	-8
COc1ccc(NC(=O)c2cc3c(s2)CCC3)cc1S(=O)(=O)N1CCOCC1	-15	9	-1	2	-1	-14	18	-1.8	5
O=S(=O)(Nc1cccc(-c2cn3cccnc3n2)c1)c1ccc(-c2ccccc2)cc1	-4	8	-2	-2	5	3	-28	-0.3	-55
O=C(CCCC(=O)NC1CCCC1)NC1CCCC1	10	8	-1	0	7	4	-7	1.8	-2
COc1ccc(NS(=O)(=O)c2cc(NC(=O)[C@@H](NC(=O)c3ccccc3)C(C)C)ccc2C)cc1	6	12	-4	1	2	-2	-18	0.2	-10
CCOC(=O)N1CCN(C(=O)CN(C)S(=O)(=O)c2ccc3c(c2)C(C)(C)C(=O)N3C)CC1	-2	-1	-4	-1	4	-26	-12	2.1	-2
N#CCCn1c(SCC(=O)NCC2CCCO2)nc2ccccc21 (configuration not stated)	10	2	0	1	3	9	18	-1.0	-7
O=C(NCCCN1CCCCCC1)c1ccc2c(c1)NC(=O)C(N1CCOCC1)S2 (configuration not stated)	0	-1	-2	-3	1	3	3	0.3	-8
Cc1cc(C(=O)COC(=O)CCC(=O)c2ccc3c(c2)OCCO3)c(C)n1Cc1ccco1	-10	2	3	0	9	-18	-10	0.0	-3
COc1ccc(CNS(=O)(=O)NCc2ccc(C)cc2)cc1OC	3	5	1	-3	-2	3	-3	0.7	-1
COc1ccc(NC(=O)NCCCN2CCCC2=O)c(OC)c1	7	4	0	0	3	-4	-3	-0.3	-10
COC(=O)c1ccccc1NC(=O)Nc1cccs1	-1	1	11	-2	-1	-5	-7	1.0	-5
COc1ccccc1/C=N\Nc1cn[nH]c(=O)c1Cl	2	0	1	2	-2	-1	-8	1.6	-10
Cc1ccc(CNC(=O)C2CCN(S(=O)(=O)c3c(C)noc3/C=C/c3ccco3)CC2)cc1	15	4	-4	-3	-6	-4	-4	-0.2	-10
Cc1ccccc1C(=O)N1CCN(c2ccc([N+](=O)[O-])c(NCc3cccnc3)c2)CC1	-14	8	-6	4	-3	4	-6	0.4	-4
COc1ccccc1N1CCN(C(c2ccccn2)c2nnnn2C2CCCCC2)CC1 (configuration not stated)	-6	-1	-4	-3	1	-6	5	0.8	-5
CCOC(=O)N1CCN(C(=O)CN(c2ccccc2OC)S(=O)(=O)c2ccc(C)cc2)CC1	-11	5	-2	-2	-2	-7	-10	0.5	-6
COc1ccc(NC2=Nc3ccccc3CC2)cc1	11	-4	2	-2	1	19	10	-1.7	-7
C=CCOc1ccc(C2C(C#N)=C(N)N(Nc3ccccc3)C3=C2C(=O)CCC3)cc1OC (configuration not stated)	16	11	89*	6	-2	-7	14	1.5	-1
O=C(CSc1ncnc2c1cnn2-c1ccc(F)cc1)NCc1ccc2c(c1)OCO2	5	3	-1	-1	0	2	-25	1.7	-3
Cc1onc(C(=O)Nc2sc3c(c2C(N)=O)CCCC3)c1[N+](=O)[O-]	8	4	29	-6	nt	0	-4	1.0	-8
CCCOc1ccc(C(=O)NCCC(=O)NCCCC(=O)OCC)cc1	-5	5	0	1	0	-6	6	0.2	-7

Continued:
Values run as follows: NPY1 pot ag | BaF3 parental | Runt-CBFb FRET | Ba/F3 V617F tox | NPY Y1 blocker | NPY2 pot ag | S1P4 antag | S1P4 agonist | RBBP9 inh
CC1CC(C)(C)NC(=S)N1CCC(=O)N1CCN(c2ccccc2)CC1 (configuration not stated)
 : -5 | 0 | -1 | -1 | 1 | 3 | 2 | 1.4 | -3
CC(C)OC(=O)CN1CCN(S(=O)(=O)c2cc(Cl)ccc2Cl)CC1
 : 2 | 1 | 1 | -4 | -3 | 9 | -8 | -2.9 | -1
COc1ccc(-n2nnc3c(=O)n(CC(=O)Nc4cc(C)on4)cnc32)cc1
 : -13 | 1 | 0 | -2 | 1 | -4 | -11 | 0.4 | 1
CCC(C)NC(=O)Cn1c(=O)n(-c2ccc(OC)cc2)c(=O)c2ccc(C(=O)NCc3ccc(C)cc3)cc21 (configuration not stated)
 : 1 | 4 | -2 | 0 | -2 | -8 | -6 | 1.6 | 5
CN(CC(O)CN)CC(O)CN1CCCCC1 (configuration not stated)
 : 18 | 5 | 1 | 0 | -1 | 1 | -17 | 1.4 | -10
CCCSc1nc2sc3c(c2c(=O)n1CC)CC(C)(C)OC3
 : -30 | 0 | -2 | -2 | nt | -31 | 10 | 0.0 | -1
COc1ccccc1Nc1nc(-c2c(C)nc3ncccn23)cs1
 : 10 | 4 | nt | 55* | -4 | -1 | -12 | 0.9 | -4

Whole records, quoted from the list.
Results for CN(CC(O)CN)CC(O)CN1CCCCC1 (configuration not stated) : NPY1 pot ag = 18; BaF3 parental = 5; Runt-CBFb FRET = 1; Ba/F3 V617F tox = 0; NPY Y1 blocker = -1; NPY2 pot ag = 1; S1P4 antag = -17; S1P4 agonist = 1.4; RBBP9 inh = -10
Results for CC1CC(C)(C)NC(=S)N1CCC(=O)N1CCN(c2ccccc2)CC1 (configuration not stated) : NPY1 pot ag = -5; BaF3 parental = 0; Runt-CBFb FRET = -1; Ba/F3 V617F tox = -1; NPY Y1 blocker = 1; NPY2 pot ag = 3; S1P4 antag = 2; S1P4 agonist = 1.4; RBBP9 inh = -3
